APP 5'UTR act: activates APP 5'UTR luciferase reporter; SH-SY5Y APP 5'UTR luciferase reporter, luminescence; zero percent = DMSO vehicle wells; activation, % at 2 µM; 190,000 tested, 1% active; AID 1276;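 active means activation above a set limit, based on mean plus 3 SD of controls, cut at about 140% in these data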; further: values of inactives mirror those of a sister screen read the other way
Hsp70 act: Hsp70 transcriptional activation, primary screen. HeLa Hsp70 promoter luciferase reporter, luminescence; scaled: vehicle 0, proteasome-inhibitor control 100%. activation, % at 10 µM. 200,000 tested, 0.04% active;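 active means activation above the mean across all tested compounds plus 3 SD, cutoff set per campaign, cut at about 5.5% in these data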;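 further: 100% = MG132 at 30 µM as the positive control and 0% = DMSO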
STAT1 act: STAT1 signaling activation; activation (% of control), % at 5.5 µM; AID 932; NIH 3T3 STAT1-luciferase reporter, IFN-gamma, luminescence; 100% = IFN-gamma alone, no compound; 200,000 tested, 2.6% active;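 active means activation above the screen-wide mean activation plus 3 SD, cut at about 130% in these data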;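 further: raw ratio to IFN-gamma control signal so 100% means no change and 0% no light; values of inactives mirror those of a sister screen read the other way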
FLuc inh counter: Photinus pyralis luciferase inhibition counter-screen. 200,000 tested, 1.5% active. inhibition, % at 10 µM. AID 1006. ATPLite firefly luciferase biochemical luminescence, 10 min. P08659;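 active means inhibition above about 50% when tested at 10 µM, limit read from the data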
Target sequence (P08659 whole entry, looked up): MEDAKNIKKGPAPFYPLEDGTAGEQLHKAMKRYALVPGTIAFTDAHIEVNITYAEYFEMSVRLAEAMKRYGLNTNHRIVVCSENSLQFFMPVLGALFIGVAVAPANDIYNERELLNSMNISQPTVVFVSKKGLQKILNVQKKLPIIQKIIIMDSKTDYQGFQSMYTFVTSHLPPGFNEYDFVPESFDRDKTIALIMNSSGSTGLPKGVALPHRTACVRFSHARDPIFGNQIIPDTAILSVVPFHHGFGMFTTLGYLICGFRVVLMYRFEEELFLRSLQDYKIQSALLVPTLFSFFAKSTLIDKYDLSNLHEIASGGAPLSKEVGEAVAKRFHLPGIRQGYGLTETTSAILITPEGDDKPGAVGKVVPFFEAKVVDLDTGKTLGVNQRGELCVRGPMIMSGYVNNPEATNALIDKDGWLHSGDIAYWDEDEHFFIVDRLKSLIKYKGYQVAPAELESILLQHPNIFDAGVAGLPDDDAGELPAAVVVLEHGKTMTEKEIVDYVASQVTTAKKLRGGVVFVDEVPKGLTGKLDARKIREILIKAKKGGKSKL
STAT3 act: STAT3 signaling activation; activation (% of control), % at 5.6 µM; U3A cells, IL-6 STAT3-luciferase reporter, luminescence; 100% = signal with IL-6 EC80 alone; 190,000 tested, 0.91% active;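 active means activation above the screen-wide mean of compound activation plus 3 SD, cut at about 130% in these data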;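 further: 0% = background luminescence of wells with medium and substrate only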
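Material: STAT3-luciferase reporter U3A cells; Probe or stimulus: IL-6 (33 ng/mL); Incubation: compound pre-incubation 1 h before IL-6, then 6 h stimulation at 37 °C; Technique: luminescence from STAT3-driven luciferase reporter; Evaluation: % activation versus median of IL-6-stimulated wells; Controls: IL-6-only high control.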
RAM network inh: inhibitors of the yeast RAM network; S. cerevisiae dse1pr::URA3 reporter, 5-FOA growth OD615, 2 d; analog-sensitive cbk1-as2 kinase mutant strain; inhibition, % at 50 µM; 190,000 tested, 1.8% active; AID 868;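 active means inhibition above a set limit, 3 SD over mean compound inhibition, cut at about 8.4% in these data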;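 further: 0% = DMSO-only wells with no growth and 100% = 10 µM 1-NA-PP1 full growth; inhibition rescues growth on 5-FOA so higher OD means more RAM inhibition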
STAT3 blocker: inhibitors of IL-6 induced STAT3 signaling | AID 862 | U3A cells, IL-6 STAT3-luciferase reporter, luminescence; host cell line lacks STAT1 | inhibition, % at 5.5 µM | 190,000 tested, 0.89% active;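 active means inhibition above the mean inhibition across all screened compounds plus 3 SD, cut at about 44% in these data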;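 further: 0% = DMSO only wells and 100% = 100 µM nifuroxazide control wells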
APP 5UTR inh: APP translation inhibition; SH-SY5Y APP 5'UTR-luciferase reporter, luminescence; inhibition, % at 2 µM; 190,000 tested, 0.82% active;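 active means inhibition above a set limit, derived from the sample mean plus 3 SD, cut at about 45% in these data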; further: values of inactives mirror those of a sister screen read the other way
NF-kB expr up: NF-kB expression increase, human neuronal cells | fold change at 12.5 µM | NF-kB reporter expression; stronger effect = higher value | 190,000 tested, 1.6% active; in the data active means fold change above about 3.3
STAT1 blocker: STAT1 signaling inhibition | NIH 3T3 STAT1-luciferase reporter, IFN-gamma, luminescence | inhibition, % at 5.5 µM | 200,000 tested, 0.35% active;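 active means inhibition above a set limit, the mean inhibition across all tested compounds plus 3 SD, cut at about 34% in these data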;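 further: 0% = IFN-gamma with DMSO and 100% = IFN-gamma with 300 µM nifuroxazide; values of inactives mirror those of a sister screen read the other way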
* marks the source's active call; other numbers are inactive results; · = no result given.

SMILES	APP 5'UTR act	Hsp70 act	STAT1 act	FLuc inh counter	STAT3 act	RAM network inh	STAT3 blocker	APP 5UTR inh	NF-kB expr up	STAT1 blocker
COc1ccc(Nc2nc(N)nc(CN(C)C3CCCCC3)n2)cc1	4	-0.1	104	-8	101	-0.1	3	-4	0.97	-4
OCCC1CN(Cc2cnc(N3CCCC3)s2)CCN1Cc1ccccc1 (stereo not drawn)	-8	-0.2	98	0	94	0.4	12	8	1.2	0
C/C=C/C(=O)OCC(=O)Nc1ccc(OC)c(Cl)c1	1	-0.3	110	-4	101	0.5	1	-1	1	-11
COc1ccc(Cl)cc1C(=O)NNC(=O)CCNC(C)=O	15	-0.4	96	1	109	2.9	-10	-15	1.1	4
CCC(C)[C@H](NC(=O)NCc1ccc(S(N)(=O)=O)cc1)C(=O)OC (stereo partly drawn)	2	-0.2	104	-5	102	2.6	6	-2	1.2	-6
Cc1c(CN2CCCCC2)c(O)n(CCCO)c(=O)c1C#N	13	-0.3	104	-7	101	3.5	4	-13	1	-5
CCCCOC(=O)C1Cc2ccccc2C(=O)O1 (stereo not drawn)	18	-0.2	99	-1	100	-0.3	-1	-18	0.98	1
CCCN1CCC(NC(=S)Nc2ccc([N+](=O)[O-])cc2)CC1	-2	0.1	99	2	117	0.1	-12	2	0.83	-1
C=CCOc1ccc(/C(O)=C2/C(=O)C(=O)N(CCCn3ccnc3)C2c2ccco2)cc1 (stereo not drawn)	7	-0.4	110	-1	107	0.8	-6	-7	1.4	-13
CCOc1cc2c3c(c1)C1(C(=O)N3C(C)(C)C=C2C)C(C#N)=C(N)Oc2cc(O)ccc21 (stereo not drawn)	8	0.0	102	-1	97	2.4	6	-8	0.84	-2
O=C(N/N=C/c1cnc(N2CCCCC2)s1)c1ccc(C(F)(F)F)cc1	-17	-0.1	100	-7	98	1.9	14	17	1.1	-1
C=CCn1c(SCC(=O)NC(=O)NCc2ccco2)nc2sc(CC)cc2c1=O	21	-0.1	103	-8	104	6.7	1	-21	1.1	-3
O=C(Cn1cnc2ccccc2c1=O)N1CCN(Cc2ccc3c(c2)OCO3)CC1	2	-0.1	91	-4	96	1.5	8	-2	1.1	9
COc1cccc(NC=C2C(=O)OC3(CCCCC3)OC2=O)c1	-6	-0.1	108	-1	107	0.8	-4	6	1.3	-7
COc1ccccc1NC(=O)N1CCCC1	0	0.0	102	-3	101	2.6	8	0	1.9	-2
CCOc1ccccc1NC(=O)c1cnc2n(c1=O)CCS2	-9	-0.4	98	-5	90	1.6	16	9	0.98	2
COc1c2c(nc3occc13)C(CC=C(C)C)(OC)C(O)CC2 (stereo not drawn)	-12	-0.3	105	-4	104	-0.2	-3	12	0.81	-5
CCOC(=O)CSc1n[nH]c(NC(=O)NC(C)C)n1	-1	0.1	107	-5	98	0.1	8	2	1.1	-10
O=c1[nH]c2cc3c(cc2cc1CN(Cc1cccnc1)Cc1nnnn1Cc1ccco1)OCCO3	·	0.5	96	-2	129	1.6	-37	·	0.75	5
CN(CC(=O)Nc1ccc(C(N)=O)cc1)CC(=O)Nc1ccccc1Cl	-16	0.1	99	-4	97	2.0	4	16	1.4	1

For reference, 7 of the compounds above.
SMILES	APP 5'UTR act	Hsp70 act	STAT1 act	FLuc inh counter	STAT3 act	RAM network inh	STAT3 blocker	APP 5UTR inh	NF-kB expr up	STAT1 blocker
COc1ccc(Nc2nc(N)nc(CN(C)C3CCCCC3)n2)cc1	4	-0.1	104	-8	101	-0.1	3	-4	0.97	-4
OCCC1CN(Cc2cnc(N3CCCC3)s2)CCN1Cc1ccccc1 (stereo not drawn)	-8	-0.2	98	0	94	0.4	12	8	1.2	0
C/C=C/C(=O)OCC(=O)Nc1ccc(OC)c(Cl)c1	1	-0.3	110	-4	101	0.5	1	-1	1	-11
COc1ccc(Cl)cc1C(=O)NNC(=O)CCNC(C)=O	15	-0.4	96	1	109	2.9	-10	-15	1.1	4
CCC(C)[C@H](NC(=O)NCc1ccc(S(N)(=O)=O)cc1)C(=O)OC (stereo partly drawn)	2	-0.2	104	-5	102	2.6	6	-2	1.2	-6
Cc1c(CN2CCCCC2)c(O)n(CCCO)c(=O)c1C#N	13	-0.3	104	-7	101	3.5	4	-13	1	-5
CCCCOC(=O)C1Cc2ccccc2C(=O)O1 (stereo not drawn)	18	-0.2	99	-1	100	-0.3	-1	-18	0.98	1

3 compounds out of the list above, sorted by their value in STAT3 act, largest number first.
SMILES | APP 5'UTR act | Hsp70 act | STAT1 act | STAT3 act | RAM network inh | APP 5UTR inh | NF-kB expr up | STAT1 blocker
COc1c2c(nc3occc13)C(CC=C(C)C)(OC)C(O)CC2 (stereo not drawn) | -12 | -0.3 | 105 | 104 | -0.2 | 12 | 0.81 | -5
COc1ccccc1NC(=O)N1CCCC1 | 0 | 0.0 | 102 | 101 | 2.6 | 0 | 1.9 | -2
CN(CC(=O)Nc1ccc(C(N)=O)cc1)CC(=O)Nc1ccccc1Cl | -16 | 0.1 | 99 | 97 | 2.0 | 16 | 1.4 | 1

Other compounds.
SMILES	APP 5'UTR act	Hsp70 act	STAT1 act	FLuc inh counter	STAT3 act	RAM network inh	STAT3 blocker	APP 5UTR inh	NF-kB expr up	STAT1 blocker
COCc1cc(C)nc(SCC(=O)N2CCC(C)CC2)c1C#N	-28	-0.6	97	-3	96	1.5	7	28	1.4	3
COc1ccccc1N(CC(=O)N(c1ccccc1)C(C)C)S(=O)(=O)c1cccs1	-8	-0.3	100	-4	103	4.7	-3	8	1.2	-1
COc1ccc(CNC(=O)C2COc3ccccc3O2)cc1 (stereo not drawn)	·	-0.1	105	-2	110	-0.7	-9	3	2.1	-7
O=C(/C=C/c1ccco1)NC(=S)Nc1ccc(N2CCOCC2)c(Cl)c1	-6	0.1	96	-4	107	1.8	-3	6	1.2	4
Cc1c(NS(=O)(=O)c2ccc3c(c2)CCN3C(=O)C2CC2)c(=O)n(-c2ccccc2)n1C	7	0.0	101	0	103	0.1	-1	-7	0.82	-1
O=C(NCC1CCCO1)c1ccc2c(=O)n(Cc3cccc(Br)c3)c(=S)[nH]c2c1 (stereo not drawn)	14	-0.4	98	-5	88	6.1	21	-14	1.1	2
CCCC(=O)Nc1ccc(Cl)c(NC(=S)NC(=O)c2cc3ccccc3o2)c1	1	-0.3	99	1	97	3.5	7	-1	1.1	1
COc1cccc(NC(=O)c2ccccc2-c2ccccc2)c1	-2	-0.3	96	-2	85	0.6	23	2	1	2
COc1ccc(C(=O)N/N=C/c2cc3ccccc3[nH]c2=S)cc1	-10	0.2	99	9	80	9.5*	29	10	0.42	1
Cc1ccc(C2(C)NC(=O)N(CC(=O)NCCC3=CCCCC3)C2=O)cc1 (stereo not drawn)	6	-0.1	95	-1	100	3.4	1	-6	1.1	5
O=[n+]1c2c(n([O-])c3ccccc31)CCCC2	·	-0.2	104	-4	102	-0.3	-2	·	0.98	-6
CCCCCc1ccc(-c2ccc(OCC)cc2)nc1	33	-0.2	118	2	81	-1.6	25	-33	1.8	-22
COC(=O)Cc1[nH]nc2c1C1(C(=O)N(Cc3ccccc3)c3ccccc31)C(C#N)=C(N)O2 (stereo not drawn)	-9	-0.5	97	-23	102	2.2	1	9	0.87	4
CN1CCN(S(=O)(=O)c2cccc(C(=O)O)c2)CC1	9	-0.1	106	-5	101	0.1	1	-9	1	-8
Cc1cccc(OC(=O)c2cn(C)nc2C(F)(F)F)c1C	-7	-0.2	105	-2	102	1.9	3	7	1.4	-5
O=C(CN1CCN(c2ccccn2)CC1)N1c2ccccc2Sc2ccc(C(F)(F)F)cc21	8	-0.5	98	-4	100	1.2	0	-8	0.91	3
Cc1ccc(C2CCN(C(=O)Nc3ccc(F)cc3)C2)cc1 (stereo not drawn)	55	0.4	120	30	104	2.4	2	-55	2	-21
CCOC(=O)C1(CCOc2ccccc2)CCN(CCCn2cccn2)CC1	14	-0.2	96	-5	117	-0.5	-13	-14	1.1	2
CCCCCOc1ccc(C2NC(=O)NC2=O)cc1 (stereo not drawn)	-8	-0.2	104	-3	97	0.2	9	8	1	-4
CCN(CC)Cc1cc(CCNC(=O)c2ccc(Cl)cc2)ccc1O	6	-0.2	112	-3	111	0.1	-6	-6	1.3	-13
O=C(OCc1cc(=O)n2c(n1)sc1ccccc12)c1ccc(O)cc1O	-2	0.0	101	-10	84	3.5	23	2	1.7	-2
O=C(O)C1CCCCN1S(=O)(=O)c1ccc(Cl)s1 (stereo not drawn)	9	0.0	104	-1	98	1.3	11	-9	1	-4
Cc1cc(NC(=O)CN2CCC(C)CC2)no1	-8	-0.3	97	-4	102	-0.9	2	8	1.2	5
COc1ccccc1CNC(=O)CSC1=NCCS1	-15	-0.1	116	-4	104	-0.6	-5	15	1.6	-17
CN1CCN(C(=O)CN(Cc2ccc(Cl)cc2)S(C)(=O)=O)CC1	6	-0.2	103	-3	97	0.2	6	-6	1.2	-3
CC(=O)c1ccc(-n2c(CCC(=O)O)ccc2-c2cccs2)cc1	-7	-0.1	89	-3	89	9.7*	16	6	1.1	12
CCCOC(=O)c1ccc(Oc2c(-c3ccc(O)cc3O)n[nH]c2C)cc1	-10	0.1	105	-6	105	5.2	-1	10	1	-6
COCCN1C(=O)C(=O)/C(=C(/O)c2cccc(OC)c2)C1c1ccc(C)o1 (stereo not drawn)	11	-0.5	97	-2	95	-0.5	7	-11	1.2	3
COc1ccccc1N1CCN(C2=CC(=O)CCC2)CC1	3	0.1	91	-7	88	2.4	20	-3	0.99	10
CCN(CC)C(=O)CN(c1cc(Cl)ccc1OC)S(C)(=O)=O	2	-0.2	102	-9	106	2.0	-2	-2	1.1	-2
COc1nc(N2CCOCC2)nc(C)c1[N+](=O)[O-]	1	-0.1	93	-4	85	1.8	19	-1	1.2	8
CC(C)C(NC(=O)c1ccc2c(c1)OCO2)C(=O)N/N=C\c1ccco1 (stereo not drawn)	23	-0.1	102	-6	103	0.8	3	-23	1.1	-2
CCCCSc1nnc([C@H](C)NC(=O)OC(C)(C)C)o1	-5	-0.1	100	-6	101	-0.6	2	5	1.5	0
O=C(NNc1cccc(Cl)n1)c1c(F)cccc1F	17	-0.1	109	-4	74	2.4	37	-17	1.3	-11
CC(=O)Nc1ccc(/C(C)=N/NC(=O)C2CC2c2ccccc2)cc1 (stereo not drawn)	-7	-0.2	100	-1	97	0.9	8	7	0.93	0
CCOC(=O)c1nc(C)n(-c2cc(Cl)ccc2Cl)n1	-6	-0.3	96	0	101	0.3	6	6	1.5	4
